Source: PubChem
GSK3A inh – blockers of GSK3A enzyme activity – biochemical, luminescence, cell-free homogeneous, HTS, primary screen; 0.1% of 320,000 active; GSK-3 alpha kinase, ADP-Glo luminescence, 60 min; inhibition, % at 10 µM;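 in the data active = inhibition above about 50%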;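 note: GST-tagged GSK-3 alpha with peptide substrate and 25 µM ATP; 0% = DMSO neutral wells and 100% = GW8510 positive control wells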
Target sequence (P49840 whole entry, looked up): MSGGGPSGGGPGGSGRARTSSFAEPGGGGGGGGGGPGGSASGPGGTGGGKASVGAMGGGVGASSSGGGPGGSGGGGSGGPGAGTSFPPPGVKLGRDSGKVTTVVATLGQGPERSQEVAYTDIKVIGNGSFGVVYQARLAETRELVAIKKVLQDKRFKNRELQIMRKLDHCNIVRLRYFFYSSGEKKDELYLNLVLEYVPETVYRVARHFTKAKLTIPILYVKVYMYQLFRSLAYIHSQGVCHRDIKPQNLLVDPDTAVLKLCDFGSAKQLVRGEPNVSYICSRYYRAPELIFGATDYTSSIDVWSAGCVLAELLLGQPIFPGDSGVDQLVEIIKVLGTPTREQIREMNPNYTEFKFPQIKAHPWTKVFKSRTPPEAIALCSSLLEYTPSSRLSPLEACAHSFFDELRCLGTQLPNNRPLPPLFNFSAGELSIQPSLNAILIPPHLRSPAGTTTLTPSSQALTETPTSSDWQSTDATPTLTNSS
The depositor's hits bear a star. Only part of the results is shown; rates above refer to the full screens.

| compound | GSK3A inh |
| --- | --- |
| O=C(COC(=O)c1c[nH]c2ccccc12)Nc1ccc([N+](=O)[O-])cc1 | 4.0 |
| COc1cccc(NC(=O)CN(C)C(=O)c2c(-c3c(F)cccc3Cl)noc2C)c1 | -10.7 |
| O=C(NCC1CC1)c1cccc2c1C(=O)c1ccc(N3CCCC3)cc1S2(=O)=O | -2.7 |
| Cc1ccc(S(=O)(=O)N2CCOCC2)cc1NC(=O)COC(=O)c1ccc(Br)cc1 | -1.7 |
| O=C1C=C(c2ccc(F)cc2OCc2ccccc2)C[C@@H](c2ccc3c(c2)OCO3)C1 | -3.6 |
| O=C(CN1CCN(C(=O)c2ccc(OCc3cn4ccccc4n3)cc2)CC1)Nc1cccc(F)c1 | -5.3 |
| C=CCn1c(SCC(=O)Nc2cccc(S(N)(=O)=O)c2)nc2sc(C)c(C)c2c1=O | -1.1 |
| COc1ccc(N(C)S(=O)(=O)c2cccc(C(=O)OCC(=O)c3c(N)n(C)c(=O)n(C)c3=O)c2)cc1 | -1.4 |
| O=C(CSc1ccccc1F)NCCN1C(=O)CSC1=O | -0.5 |
| Cc1ccc(S(=O)(=O)CCC(=O)OCCOc2cccc(Br)c2)cc1 | 1.2 |
| O=C(/C=C/c1cccc(Cl)c1)NNC(=O)c1ccncc1 | 1.3 |
| COc1cc(C)cc(C(=O)O)c1C1=C(O)c2cccc(O)c2C(=O)C1=O | 1.8 |
| CCc1sc(C(=O)NNC(=O)c2cncc(Br)c2)cc1C | -3.2 |
| CC(=O)N1CCN(C(=O)COC(=O)CNC(=O)c2ccc(C)cc2)CC1 | -1.0 |
| CCOC(=O)[C@H]1[C@H]2COc3ccc(Cl)cc3[C@@H]2N2C(=O)[C@@H](C)NC(=O)[C@@]12C | -4.1 |
| CC1CC1C(=O)OCC(=O)N(C)CC(=O)Nc1ccc(F)cc1 (stereo not drawn) | -3.1 |
| O=C(c1ccncc1)N1CCN(S(=O)(=O)c2ccc(OC(F)(F)F)cc2)CC1 | 1.0 |
| Cc1c(C(=O)N2CCN(CC(=O)Nc3ccccc3Cl)CC2)oc2ccc(Br)cc12 | -1.3 |
| C[C@H](CO)N1C[C@H](C)[C@@H](CN(C)Cc2ccncc2)Oc2c(NS(=O)(=O)c3cn(C)cn3)cccc2C1=O | 2.7 |
| CC1(C)C(=O)Nc2ccccc2N1C(=O)COC(=O)CSc1ccc(Cl)cc1 | -1.5 |
| C=CCC[C@@H](Cc1ccc(F)cc1)C(=O)OC[C@@H]1CCCN1C(=O)[C@H](CC=C)CC(=O)N[C@H](CO)Cc1ccccc1 | 1.5 |
| O=C(COC(=O)CC1CC2CCC1C2)NCc1ccccc1 (stereo not drawn) | -1.4 |
| Cc1noc(C)c1NC(=O)Nc1ccc2c(c1)CC(=O)N([C@@H](C)CO)C[C@@H](C)[C@@H](CN(C)C(=O)Nc1cccc3ccccc13)O2 | 1.2 |
| CN(Cc1ccccc1)C(=O)COC(=O)/C=C/c1ccc2c(c1)OCO2 | 0.3 |
| Cc1occc1-c1nnc(SCC(=O)NC2CCC(C)CC2)o1 (stereo not drawn) | -0.5 |
| N#Cc1ccccc1NCC(=O)N1CCN(S(=O)(=O)c2ccccc2)CC1 | -1.7 |
| O=C(OCC(=O)N1CCC(Cc2ccccc2)CC1)c1cccnc1Cl | -3.9 |
| O=C1CC(c2cccc(O)c2)Oc2ccccc21 (stereo not drawn) | -2.5 |
| Cc1ccc(CN2C(=O)C(CC(C)C)Nc3ncnc(N4CCN(c5ccccc5)CC4)c32)cc1 (stereo not drawn) | -1.0 |
| Cc1ccc(S(=O)(=O)N2CCC(C(=O)Nc3ncccc3O)CC2)cc1 | -28.9 |
| O=C(COc1cc(F)ccc1[N+](=O)[O-])Nc1ccc2c(c1)OCO2 | 1.3 |
| Cc1ccc(Sc2ccc(S(=O)(=O)Nc3ccc(C(=O)O)cc3)cc2)cc1C | -6.4 |
| COC(=O)N[C@@H]1C[C@H]2[C@@H]3CC[C@H]4C[C@@H](OC)CC[C@]4(C)[C@H]3CC[C@]12C | -1.5 |
| O=C(COC(=O)c1ccc(F)c(S(=O)(=O)N2CCOCC2)c1)NCc1ccccc1 | -0.8 |
| Cc1cc(Br)ccc1NC(=O)CNC(=O)c1cnn(C)c1 | -2.5 |
| COc1ccccc1N1CCN(C(=O)c2ccc3c(=O)n4c(nc3c2)CCCCC4)CC1 | -0.6 |
| CC1CC(C)CN(C(=O)COC(=O)CN2C(=O)c3ccccc3C2=O)C1 (stereo not drawn) | -2.0 |
| CCOc1ccc(C(=O)CCC(=O)N2CCN(c3ccc(O)cc3)CC2)cc1 | 4.4 |
| CN(Cc1ccccc1)C(=O)c1ccc(NC(=O)Cc2cccc(NC(=O)C3CCCN(C(=O)C4CCCC4)C3)c2)cc1 (stereo not drawn) | 0.6 |
| CC(OC(=O)c1ccco1)C(=O)Nc1ncc(Cl)cc1Cl (stereo not drawn) | 1.8 |
| CC1CCCC(C)N1C(=O)COC(=O)c1cc(=O)[nH]c2ccccc12 (stereo not drawn) | -0.1 |
| N#Cc1ccc(C(=O)OCC(=O)Nc2cccc(S(=O)(=O)NC3=NCCC3)c2)cc1 | -0.2 |
| CCCn1c(N)c(C(=O)CN2CCN(S(=O)(=O)c3cccc(Cl)c3)CC2)c(=O)[nH]c1=O | 3.3 |
| Cc1ccc(S(=O)(=O)NCc2ccccc2)cc1C(=O)NCCc1ccc(S(N)(=O)=O)cc1 | 1.3 |
| CCCCN(C(=O)c1cccc(N2C(=O)c3ccccc3C2=O)c1)c1c(N)n(CC(C)C)c(=O)[nH]c1=O | 2.0 |
| Cc1cc(C)n2nc(C(=O)OCC(=O)Nc3ccc(C)c(F)c3)nc2n1 | -0.6 |
| COc1cccc(NC(=O)CN(C)C(=O)c2c(C)noc2C)c1 | -2.7 |
| O=C(COc1cccnc1[N+](=O)[O-])Nc1ccc(Cl)cc1F | -4.3 |
| COc1ccc(C2=CC(=O)C[C@H](c3ccc4c(c3)OCO4)C2)cn1 | -1.9 |
| CC(C)NC(=O)Nc1cccc2c1O[C@@H](CN(C)S(=O)(=O)c1ccc(F)cc1)[C@@H](C)CN([C@H](C)CO)C2=O | -2.8 |
| CCCCN1C(=O)c2ccc(C(=O)N(C)CC(=O)Nc3ccc(OCC)c(OCC)c3)cc2C1=O | -3.7 |
| COc1ccc(-c2cc3ccccc3cn2)cc1 | -4.9 |
| CCOC(=O)C1=CC[C@H]2c3c(c4ccc(OC)cc4n3C)C(=O)C1N2S(=O)(=O)c1ccc(C)cc1 | 1.0 |
| CC[C@H](C)Cc1cn([C@@H](CCCCNC(=O)OC(C)(C)C)C(=O)NCCCCCCCCCCC(=O)N2CCN(C(=O)OC(C)(C)C)CC2)nn1 | -1.0 |
| Cc1ccc(S(=O)(=O)N(C)C)cc1NC(=O)COC(=O)CN1C(=O)c2ccccc2C1=O | -1.0 |
| Cc1nn(CC(=O)OCC(=O)Nc2cccc(S(N)(=O)=O)c2)c(C)c1[N+](=O)[O-] | 2.0 |
| CCSc1ccc([C@@H]2[C@H]3C(=O)N(C)C(=O)[C@H]3[C@]3(C(=O)OC)CCCCN23)cc1OC | -1.0 |
| O=C(CNC(=O)C1CCCC1)Nc1ccccc1Br | -5.7 |
| O=C(CN1C(=O)c2cccc([N+](=O)[O-])c2C1=O)NNC(=O)c1ccc(F)cc1 | -4.4 |
| O=C1CN(S(=O)(=O)c2cc(Br)ccc2Br)CCN1 | -3.3 |

Continuation.
| compound | GSK3A inh |
| --- | --- |
| COc1ccc(CCNC(=O)c2cccc(S(=O)(=O)N3CCc4ccccc4C3)c2)cc1 | -4.1 |
| COc1ccc(-c2c(-c3ccc(OC)c(F)c3)c3ccccc3n2C)cc1 | -3.6 |
| COC(=O)[C@H](Cc1ccc(O)cc1)NC(=O)Cn1ccc(NC(=O)OCc2ccccc2)nc1=O | -2.0 |
| Cc1ccc(C)c(NC(=O)C(c2ccccc2)N2CCN(CC(=O)N3CCOCC3)CC2)c1 (stereo not drawn) | -1.7 |
| COc1ccc(S(=O)(=O)Nc2cccc3c2O[C@H](CN(C)S(=O)(=O)c2ccc(OC)cc2)[C@@H](C)CN([C@H](C)CO)C3=O)cc1 | -1.2 |
| O=C(Nc1nc(-c2ccccn2)cs1)c1ccc(F)c(S(=O)(=O)N2CCOCC2)c1 | -2.5 |
| O=C(Nc1cccc(S(=O)(=O)N2CCOCC2)c1)C1CCCC1 | 0.0 |
| N#Cc1c(/N=C/c2ccc(-c3ccc(C(=O)O)c(Cl)c3)o2)sc2c1CCCC2 | -1.0 |
| O=C1C=C(c2ccccc2)C[C@@H](c2ccc(Cl)cc2)C1 | -2.2 |
| COc1ccc(NS(=O)(=O)c2ccc(F)c(F)c2F)cc1S(=O)(=O)N1CCOCC1 | 0.1 |
| Cc1ccc2c(c1)C(=O)C(=O)N2Cc1ccc(F)cc1 | 0.5 |
| CN1CCN(C(=O)c2cccc(NS(=O)(=O)c3ccc(Br)cc3)c2)CC1 | -1.0 |
| CCN1CCN(C(=S)NC(=O)c2cccc(Br)c2)CC1 | -3.6 |
| C[C@@]12CCC3[C@@](CCC4[C@@]3(C)CCC[C@@]4(C)C(=O)NC3CCCCC3)(CC1=O)C2 (stereo partly drawn) | -1.0 |
| CCN(CC(=O)Nc1c(F)cccc1F)C(=O)c1nc2nccc(C)n2n1 | -4.3 |
| C=CCC[C@H](Cc1ccc(F)cc1)C(=O)OC[C@H](C)NC(=O)[C@@H](CC=C)CC(=O)N[C@H](CO)Cc1ccccc1 | -3.1 |
| O=C(NNc1c(F)c(F)cc(F)c1F)c1ccco1 | -10.4 |
| Cc1ccc(NS(=O)(=O)c2ccc(C(=O)Nc3nncs3)cc2)cc1 | -1.7 |
| CC(C)(C)OC(=O)NCc1ccc(NC(=O)c2nc[nH]c2C(=O)NCCN(CCNC(=O)c2[nH]cnc2C(=O)Nc2ccc(CNC(=O)OC(C)(C)C)cc2)CCNC(=O)c2[nH]cnc2C(=O)Nc2ccc(CNC(=O)OC(C)(C)C)cc2)cc1 | -1.8 |
| COc1cc(=O)n(C)c2c(OCC(O)C(C)(C)O)cccc12 (stereo not drawn) | -0.3 |
| COc1ccc(CNC(=O)CC2C[C@H](C(=O)N3CCOCC3)[C@@]3(C)c4[nH]c5ccccc5c4CCN3C2=O)cc1OC (stereo partly drawn) | -2.0 |
| CCOc1ccc(NC(=O)CN(C)C(=O)C2CC(=O)N(Cc3ccco3)C2)cc1OCC (stereo not drawn) | 3.9 |
| Cc1ccc(S(=O)(=O)N2[C@@H](c3ccc(C#N)cc3)C(C(=O)O)=C[C@H]2C(C)(C)C)cc1 | -4.5 |
| O=C(CCCN1CCN(c2ccccn2)CC1)c1ccc(F)cc1 | -3.2 |
| COc1ccc(NC(=O)COC(=O)CCc2nc3ccccc3c(=O)[nH]2)cc1Cl | -0.6 |
| CC1CCCN(C(=O)COC(=O)/C=C/c2ccc(C(F)(F)F)cc2)C1 (stereo not drawn) | -0.8 |
| C[C@H]1CN([C@@H](C)CO)C(=O)Cc2cc(NC(=O)Cc3ccccc3)ccc2O[C@H]1CN(C)S(=O)(=O)c1cccs1 | -2.9 |
| N#Cc1ccccc1OCC(=O)Nc1cccc(S(=O)(=O)N2CCCCCC2)c1 | 0.6 |
| CC1CCCN(C(=O)COC(=O)CNC(=O)c2sc3ccccc3c2Cl)C1 (stereo not drawn) | -2.9 |
| C[C@@H]1CN([C@@H](C)CO)C(=O)c2cc(NC(=O)Nc3ccc4c(c3)OCO4)ccc2O[C@H]1CN(C)S(=O)(=O)c1ccc(F)cc1 | -0.1 |
| CCN(C(=O)COC(=O)c1ccc(C=O)cc1)c1c(N)n(Cc2ccccc2)c(=O)[nH]c1=O | -3.7 |
| O=C(c1ccccc1Cc1ccccc1)N1CCN(S(=O)(=O)c2ccccc2F)CC1 | 0.1 |
| N#CCCN(Cc1cccnc1)S(=O)(=O)c1ccc2ccccc2c1 | -1.1 |
| COc1cc(SC)ccc1C(=O)N(C)CC(=O)Nc1cccc2ccccc12 | -0.2 |
| N#CCC(=O)Nc1ccc(C(=O)OCC(=O)NCc2ccc3c(c2)OCO3)cc1 | -1.6 |
| CC1(C2CC2)NC(=O)N(CC(=O)N2CCN(c3cccc(C(F)(F)F)c3)CC2)C1=O (stereo not drawn) | -1.0 |
| CON(C)C(=O)CCN(Cc1ccccc1)C(=O)OC(C)(C)C | -2.9 |
| CCOC(=O)[C@H]1[C@H]2COc3ccc(OC)cc3[C@@H]2N2C(=O)c3ccc(F)cc3NC(=O)[C@@]12C | 1.1 |
| CCCn1ccnc1SC(C)C(=O)Nc1c(C)n(C)n(-c2ccccc2)c1=O (stereo not drawn) | 2.5 |
| CCN(C(=O)CN1CCN(C)CC1)c1c(N)n(Cc2ccccc2)c(=O)[nH]c1=O | -2.3 |
| CC[C@@]1(C(=O)OC)N[C@H](CN(C)C(=O)Nc2ccc(C)cc2)[C@@H]2C(=O)N(Cc3ccccc3)C(=O)[C@@H]21 | -0.7 |
| COc1ccc2c(CC(=O)OCC(=O)Nc3ccc(C)cc3)coc2c1 | 0.7 |
| O=C(COC(=O)c1cnc(Cl)c(Cl)c1)NC1CC1 | -3.3 |
| CCc1cc2c(SCC(=O)Nc3ccc(NC(C)=O)cc3)ncnc2s1 | -2.1 |
| O=C(c1cccc(O)c1)N1CCN(C(=O)C2CC2)CC1 | -3.0 |
| COc1ccc([C@H]2CC(=O)C=C(c3ccc(C(=O)O)cc3)C2)cc1OC | -4.3 |
| COc1cc([C@H]2OC[C@H]3[C@@H]2CO[C@@H]3c2ccc(O[C@H]3O[C@H](CO)[C@@H](O)[C@H](O)[C@H]3O)c(OC)c2)ccc1O[C@@H]1O[C@H](CO)[C@@H](O)[C@H](O)[C@H]1O | -2.5 |
| COC(=O)[C@]1(C)N[C@H](CN(C)C(=O)Nc2ccc(OC)cc2)[C@@H]2C(=O)N(Cc3ccccc3)C(=O)[C@@H]21 | -1.2 |
| COC(=O)c1ccccc1S(=O)(=O)N1CCC(C(=O)NC2=NCCS2)CC1 | 4.0 |

Structures from the list above with a CF3 group:
| compound | GSK3A inh |
| --- | --- |
| O=C(c1ccncc1)N1CCN(S(=O)(=O)c2ccc(OC(F)(F)F)cc2)CC1 | 1.0 |
| CC1CCCN(C(=O)COC(=O)/C=C/c2ccc(C(F)(F)F)cc2)C1 (stereo not drawn) | -0.8 |
| CC1(C2CC2)NC(=O)N(CC(=O)N2CCN(c3cccc(C(F)(F)F)c3)CC2)C1=O (stereo not drawn) | -1.0 |
